RXFP1 ag: RXFP1 (human) receptor agonism; HEK293T-RXFP1 cAMP TR-FRET, 30 min; response scale: percent of porcine relaxin response, buffer zero; Potency, µM (titrated, usually from 57.5 µM), without a hit: at the highest dose activation, usual class: activators; hit rate 0.3% among 370,000; AID 2676; also: potency is read from the fitted curve at half-maximal effect; % is scaled to controls: 0 for no effect and ±100 for the full control effect; nearly all actives have a fitted effect of over 60% in size; many of its hits are not listed in these tables
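HEK293T cells stably expressing RXFP1 were pretreated with the PDE4 inhibitor Ro 20174, exposed to compounds for 30 min at 37C, lysed, and cAMP was read by TR-FRET. Data normalized to buffer (basal) and 29 nM porcine relaxin (100%).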
Vif-A3G inh: blocks the Vif interaction with human APOBEC3G. HeLa A3G-eYFP + Vif (tagged APOBEC3G with the HIV-1 protein that degrades it), YFP fluorescence, overnight. Potency, µM (titrated, usually from 46.1 µM), without a hit: at the top dose activity, negative = active, most hits filed as inhibitors. hit rate 0.076% among 410,000. AID 602310;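 also: potency is read from the fitted curve at half-maximal effect; % is scaled to controls: 0 for no effect and ±100 for the full control effect; nearly all actives have a fitted effect of over 60% in size; hits raise eYFP signal because A3G escapes Vif-driven loss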
Target sequence (Q9HC16 whole entry, looked up): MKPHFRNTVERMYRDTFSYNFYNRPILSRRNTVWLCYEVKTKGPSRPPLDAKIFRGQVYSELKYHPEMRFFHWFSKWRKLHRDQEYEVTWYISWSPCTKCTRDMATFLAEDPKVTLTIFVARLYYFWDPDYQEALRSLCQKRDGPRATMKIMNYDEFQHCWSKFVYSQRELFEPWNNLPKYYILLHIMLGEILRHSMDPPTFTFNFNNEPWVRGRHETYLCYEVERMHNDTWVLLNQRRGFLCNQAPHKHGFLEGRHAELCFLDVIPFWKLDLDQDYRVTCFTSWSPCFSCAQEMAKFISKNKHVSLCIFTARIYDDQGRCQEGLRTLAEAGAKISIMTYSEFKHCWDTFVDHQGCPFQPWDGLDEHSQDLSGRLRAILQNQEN
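Read-out is eYFP fluorescence (Ex 488/Em 500-530) from Vif-expressing HeLa A3G-eYFP cells; more signal means A3G escaped Vif-mediated degradation. Cells plated overnight, compound pinned in, incubated overnight at 37 deg C.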
LDHA block: blocks human lactate dehydrogenase A; purified LDHA, NADH/diaphorase-resazurin fluorescence; stronger effect = lower value; activity change, % (values are at about 110 or 230 µM); hit rate 0.15% among 480,000; AID 1347041; in the data active = activity change below about -30%; inconclusive = mostly about -25% to -30%;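 also: plate controls were DMSO wells for no effect and wells without enzyme for full effect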
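Remaining NADH was detected by diaphorase (0.133 mg/mL) converting 37 µM resazurin to fluorescent resorufin, read at 0 and 20 minutes. The preceding 5-minute room-temperature reaction used 2 nM LDHA, 0.2 mM sodium pyruvate and 0.06 mM NADH at pH 7.4.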
D1 ag: human D1 receptor agonism; activation, % at 2 µM; hit rate 1% among 360,000; HEK293 T-REx D1 cells, calcium flux, agonist mode; P21728; in the data active = activation above about 30%; also: 0% is about no effect
Target sequence (P21728 whole entry, looked up): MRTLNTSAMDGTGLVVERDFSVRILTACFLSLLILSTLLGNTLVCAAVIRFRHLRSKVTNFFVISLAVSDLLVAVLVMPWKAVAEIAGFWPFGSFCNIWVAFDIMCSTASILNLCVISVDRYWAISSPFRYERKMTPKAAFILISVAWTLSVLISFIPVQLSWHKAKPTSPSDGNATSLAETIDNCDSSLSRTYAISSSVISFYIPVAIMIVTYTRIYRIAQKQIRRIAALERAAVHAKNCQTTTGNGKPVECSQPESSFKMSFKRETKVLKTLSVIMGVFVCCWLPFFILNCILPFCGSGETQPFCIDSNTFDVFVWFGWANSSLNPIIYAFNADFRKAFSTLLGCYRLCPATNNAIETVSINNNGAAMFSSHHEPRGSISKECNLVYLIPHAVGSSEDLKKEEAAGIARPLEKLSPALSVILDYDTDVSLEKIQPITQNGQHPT
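Agonism was scored from calcium flux recorded over 180 s (1 read/s) after pintool compound addition, following a 10-cycle baseline. Cells were inducible force-coupled HEK293 TREx D1, plated overnight at 30 C and loaded with no-wash calcium dye.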
D1 potentiator: potentiators of human D1 dopamine receptor; HEK293 TREx D1 cells, calcium flux, dopamine EC20 potentiation; potentiation, % at 10 µM; hit rate 0.036% among 360,000; in the data active = potentiation above about 30%; also: 0% is about no effect
D2 PAM: positive allosteric modulators of human D2 dopamine receptor; P14416; HEK293 T-REx D2, calcium flux, EC20 dopamine potentiation; potentiation, % at 10 µM; hit rate 0.34% among 340,000; AID 485347;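 active = potentiation over 3 SD above the plate norm, cut at about 30% in these data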; also: 0% is about no effect
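Primary screen. Calcium kinetics in induced HEK293 T-REx D2 cells: compound pre-addition 180 s, EC20 dopamine, 180 s more.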
D1 antag: antagonists of human D1 dopamine receptor; P21728; HEK293 TREx D1 cells, calcium flux, dopamine EC80; stronger effect = lower value; activity change, negative = inhibition, % at 10 µM; hit rate 3.2% among 360,000; AID 504652; in the data active = activity change below about -30%; also: % is scaled to controls: 0 for no effect and ±100 for the full control effect
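Using tetracycline-induced force-coupled D1 Hek293 cells and a calcium dye, signals were followed for 180 s after compound, then for 180 s after EC80 dopamine, to detect inhibitors.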
Vif-APOBEC3F blk: inhibitors of Vif-A3F interaction | HeLa A3F-eYFP + Vif (tagged APOBEC3F with the HIV-1 protein that degrades it), YFP fluorescence increase | Potency, µM (series often up to 46.1 µM), for inactives: at the highest dose activity, negative = active | hit rate 0.2% among 390,000; also: potency is read from the fitted curve at half-maximal effect; % of control where 0% means no effect; nearly all actives have a fitted effect of over 65% in size
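HeLa cells stably expressing A3F-eYFP plus Vif, plated and incubated overnight at 37 deg C, then exposed to compounds overnight at 37 deg C. Blocked degradation read as raised yellow fluorescence (Ex 488/Em 500-530).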
Glioma ERSR ind: induces the endoplasmic reticulum stress response in human glioma cells. U87-MG GRP78 promoter luciferase reporter, 16 h. Potency, µM, inactives show top-dose activation, usual class: activators. hit rate 0.02% among 420,000; also: potency is read from the fitted curve at half-maximal effect; series mostly up to about 76 µM; % of control where 0% means no effect; nearly all actives have a fitted effect of over 35% in size
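Stably transfected U87-MG glioma cells carrying a GRP78-based luciferase sensor; 16 h compound incubation. Luminescence end-point read 10 min after Bright-Glo addition at room temperature.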
* = called active by the depositor; ? = inconclusive; / = not tested or not shown; & = joins results of further samples. Unless noted, calls follow the shape of the dose curve; as a rule, active = well fitted curve in the direction sought with a large enough effect; inconclusive = small, poorly fitted or top-dose-only effect, or another doubt; inactive = no such curve, though single readings can be large; an effect the other way counts as inactive or inconclusive. The list is partial; rates above refer to the full screens.

SMILES	RXFP1 ag	Vif-A3G inh	LDHA block	D1 ag	D1 potentiator	D2 PAM	D1 antag	Vif-APOBEC3F blk	Glioma ERSR ind
CCN(CC)S(=O)(=O)c1ccc(N)cc1	3.0%	1%	-10	2	-2	9	-7	-3%	-2%
COC(=O)c1c(NC(NC(C)=O)C(Cl)(Cl)Cl)sc2c1CCCC2 (configuration not stated)	-3.7%	-23%	-2	6	-1	/	12	4%	-10%
CC(=O)c1ccc(NC(=S)NCCc2ccccn2)cc1	4.6%	-6%	-4	3	3	0	9	-8%	3%
CCOc1ccc(S(=O)(=O)N2CCOCC2)cc1NC(=O)CN1C(=O)NC(CC)(c2ccccc2)C1=O (configuration not stated)	0.7%	0%	-7	5	3	-1	-10	-1%	1%
N#Cc1cnn(Cc2ccc(Cl)cc2)c1N	0.0%	1%	2	0	-2	5	3	-8%	-2%
O=S(=O)(c1ccc(Br)cc1)N1CCCC1	-0.1%	-1%	-2	2	-1	-1	-4	-12%	-2%
COc1ccc(-c2cc3nc(C)cc(NCCO)n3n2)cc1	4.8%	1%	1	1	-6	2	8	0%	3%
C/C(CCN1CCCCc2nc(C)c(C)cc21)=N\O[C@H](C)c1cn([C@H](CO)Cc2ccccc2)nn1	-1.0%	/	/	-4	-1	2	-17	/	/
O=S(=O)(c1ccc(S(=O)(=O)N(Cc2cccs2)CC2CCCO2)cc1)N1CCCCC1 (configuration not stated)	0.0%	3%	-3	4	-6	0	-16	-7%	-2%
COc1ccc(/C(C)=N/NC(=O)CN(c2ccc(OC)cc2)S(=O)(=O)c2ccccc2)cc1	-0.5%	0%	-6	1	-3	-4	0	2%	-2%
Cc1cccc(N(CC(=O)NCCSCc2ccccc2)S(=O)(=O)c2ccccc2)c1C	3.6%	8%	0	30*	0	5	0	1%	-3%
CCOC(=O)c1sc2ncn(CC(=O)Nc3ccc(F)cc3F)c(=O)c2c1C	16%	2%	-7	7	1	17	-2	-5%	-1%
O=C(Nc1ccc(O)c(-c2nc3ccccc3o2)c1)c1ccc(-c2cccc(Cl)c2)o1	-0.7%	0%	-1	0	4	0	9	3%	-1%
CN(CCC#N)C(=O)COC(=O)c1ccc2[nH]c3c(c2c1)CCCC3	0.2%	-19%	-15	1	-7	3	-19	0%	2%
Cc1cc(C)n(-c2ccc(C(=O)OCC(=O)NCc3ccc(Cl)cc3)cc2)n1	1.7%	-4%	0	8	-1	3	6	-2%	-2%
CC(C)c1ccc(NC(=O)C2CCCN(S(=O)(=O)c3ccc4[nH]c(=O)oc4c3)C2)cc1 (configuration not stated)	0.5%	0%	-3	2	-3	3	7	1%	-3%
Cn1c(=O)oc2cc(S(=O)(=O)N3CCc4ccccc43)ccc21	0.9%	-21%	-7	38*	-6	3	5	-19%	-4%
CCOP(=O)(OCC)C(C)(C)NC(=O)c1cc([N+](=O)[O-])cc([N+](=O)[O-])c1	0.4%	1%	19	2	8	2	-2	-6%	-2%
COc1ccc(CN2CCNC(=O)C2CC(=O)N(C)Cc2ccon2)cc1OC (configuration not stated)	-1.9%	4%	0	4	-3	-7	-8	-9%	-5%
Cc1ccc(C(=O)Oc2cc(C)[nH]c(=O)c2[N+](=O)[O-])cc1	-4.0%	-4%	0	-2	0	/	0	3%	-3%
CC1CCCC(NC(=S)NC(=O)c2ccco2)C1C (configuration not stated)	/	-9%	-1	/	/	/	/	-18%	-4%
CCN(CC)S(=O)(=O)c1cccc(C(=O)N[C@H](C(=O)NCc2ccc(Cl)cc2)C(C)C)c1	-1.7%	7%	-2	3	-2	-6	/	1%	-3%
CCCSC1=N/C(=C/c2ccsc2)C(=O)N1c1ccccc1	-0.5%	1%	-7	13	-13	0	-38*	2%	-2%
COc1ccc(CN2CCN(Cc3cccc(Oc4ccccc4)c3)CC2)c(OC)c1OC	3.9%	5%	-13	11	-3	-21	1	-30%	-4%
Cc1ccc(S(=O)(=O)N2CN(Cc3ccco3)c3nc4ccccc4nc32)cc1	2.2%	-13%	-2	2	1	1	-1	-5%	3%
Cc1nn(CC(=O)NNC(=S)NCC2CCCO2)c(C)c1Br (configuration not stated)	-2.9%	1%	0	3	-6	9	-4	-2%	-1%
COc1ccc(/C=C2/SC(=S)N(n3c(C)ccc3C)C2=O)cc1	-0.7%	0%	-5	3	-3	6	-4	-1%	1%
Cc1[nH]c2ccc(F)cc2c1CCN(Cc1cccnc1)C(=S)Nc1ccccc1	0.1%	1%	-5	3	0	-8	-3	-8%	-3%
O=S1(=O)CC(O)C(NCc2ccco2)C1 (configuration not stated)	0.7%	0%	-20	3	-6	-6	7	5%	-2%
COc1cc(OC)cc(C(=O)Nc2ccc(S(=O)(=O)Nc3cc(C)nc(C)n3)cc2)c1	6.9%&0.0%	-2%	-2	2&1	-1&-2	-9&-7	5&4	2%	-1%
S=C(NCc1ccco1)Nc1cccc(Cl)c1	-1.3%	2%	-2	16	1	-6	-29	-2%	2%
COc1cccc(CNS(=O)(=O)c2ccc(N3CCCCS3(=O)=O)cc2)c1	3.5%	3%	1	16	0	-5	-22	-5%	-2%
CCCNC(=O)COc1ccccc1[N+](=O)[O-]	0.5%	0%	-7	3	10	9	-7	6%	0%
Nc1nccc(N2CCCCC2)n1	/	5%	-3	/	/	/	/	-1%	-1%
CC(C)C(=O)Nc1ccc(C(=O)Nc2nnc(C(C)C)s2)cc1	2.2%	-3%	3	3	-4	-9	-5	2%	4%
COc1ccc(CC(=O)NCc2cccc(CNC(=O)Cc3ccc(OC)c(OC)c3)c2)cc1OC	0.1%	-5%	-16	0	-1	-3	2	4%	-1%

Record cards, from the list above. Screens in order: RXFP1 ag	Vif-A3G inh	LDHA block	D1 ag	D1 potentiator	D2 PAM	D1 antag	Vif-APOBEC3F blk	Glioma ERSR ind
`COc1ccc(CN2CCN(Cc3cccc(Oc4ccccc4)c3)CC2)c(OC)c1OC` is listed as 3.9%	5%	-13	11	-3	-21	1	-30%	-4%
`S=C(NCc1ccco1)Nc1cccc(Cl)c1` is listed as -1.3%	2%	-2	16	1	-6	-29	-2%	2%
`CC(C)c1ccc(NC(=O)C2CCCN(S(=O)(=O)c3ccc4[nH]c(=O)oc4c3)C2)cc1` (configuration not stated) is listed as 0.5%	0%	-3	2	-3	3	7	1%	-3%

More structures
SMILES	RXFP1 ag	Vif-A3G inh	LDHA block	D1 ag	D1 potentiator	D2 PAM	D1 antag	Vif-APOBEC3F blk	Glioma ERSR ind
Cc1ccc(CNc2ncnc(N)c2[N+](=O)[O-])cc1	3.9%	2%	-8	-1	-3	0	-9	10%	0%
CCCCCCN1C[C@H](n2cc(C3CC3)nn2)[C@@H](O)C[C@@H]1c1ccc(C)cc1	/	-14%	3	/	/	/	/	1%	-12%
COc1ccccc1CCNC(=O)Cn1ccc2cc(S(=O)(=O)N3CCC(C)CC3)ccc21	0.3%	-5%	-4	3	3	34*	2	-2%	-7%
CCN1C(=O)CC(c2ccc(OC(C)C)cc2)C1=O (configuration not stated)	-2.5%	0%	-7	5	-8	/	5	12%	17%
O=C(NCc1ccccc1F)c1ccc2ccccc2n1	8.0%	-1%	-5	1	0	34*	4	3%	11%
O=C(O)c1ccc(CN2CCOCC2)o1	1.0%	0%	-9	3	-3	2	-1	1%	-6%
CCc1nnc(NC(=O)CSc2nnc(Cc3ccc(OC)cc3)o2)s1	-2.2%	1%	7	1	-2	-3	-5	-1%	-4%
O=S(=O)(c1ccccc1)N1CCN(S(=O)(=O)N2CCCCC2)CC1	-2.2%	2%	-9	2	-2	9	10	-6%	0%
CSc1ccc(CN(C)C(=O)CSCC(=O)Nc2ccc(C)cc2)cc1	0.7%	-7%	1	0	-1	/	-5	3%	-1%
O=C(COC(=O)Cc1ccsc1)NCC1CCCCC1	0.5%	-5%	-1	1	-2	-10	-5	/	-2%
Cc1c(NC(=O)CN2c3cccc4cccc(c34)S2(=O)=O)c(=O)n(-c2ccccc2)n1C	0.9%	1%	3	1	-10	1	-16	0%	-5%
CC(C)Oc1ccc(C(=O)Nc2ccc3c(c2)CCCN3C(=O)c2cccs2)cc1	3.8%	-1%	-1	-2	-1	0	2	8%	-3%
CC(C)(C)c1ccc(S(=O)(=O)N2CCCCC2)cc1	3.7%	1%	1	0	-3	-2	2	2%	-3%
COc1cc(/C=C/C(=O)OCC(=O)Nc2c(C)n(C)n(-c3ccccc3)c2=O)ccc1O	-0.9%	-7%	0	1	4	-2	2	-13%	8%
O=C(CSCc1ccc(F)cc1)NCc1ccc2c(c1)OCO2	-0.6%	-1%	1	3	10	-1	0	-4%	-3%
CCOC(=O)Cc1nc2ccccc2n(CC#N)c1=O	?	3%	-1	5	-4	1	1	-19%	-6%
CC(=O)c1ccc(OCc2cc(C(=O)NC(C)Cc3ccccn3)no2)cc1 (configuration not stated)	2.4%	-9%	0	11	-1	7	8	8%	5%
CCCn1nc2cc(C(=O)NCc3ccc4c(c3)OCO4)ccc2c1OCC	3.1%	1%	1	4	3	15	-5	7%	-2%
O=C(CCC(=O)Nc1ccc(Cl)cc1)N/N=C/c1ccc2c(c1)OCO2	4.8%	1%	-6	9	-13	-1	-23	-1%	-1%
CCc1ccc(C(=O)c2cn(CC(=O)Nc3ccc(OC)cc3OC)c3ccc(CC)cc3c2=O)cc1	-2.2%	1%	-11	3	1	-27	8	-2%	-2%
CCOC(=O)c1c(NC(=O)/C=C/c2ccc(OCC)c(OC)c2)sc2c1CCC2	7.5%	-1%	0	4	1	7	-11	0%	-5%
Cn1ccnc1SCC(=O)Nc1ccc(F)c([N+](=O)[O-])c1	2.0%	3%	-7	1	2	-3	-10	5%	-3%
S=C(NCCc1ccccc1)N1CCN(C(c2ccccc2)c2ccccc2)CC1	-0.6%	2%	-4	1	-3	-4	16	2%	-2%
COCCN(CC(=O)Nc1cccc(C)c1C)C(=O)c1ccc2ccccc2n1	-0.4%	1%	-3	1	3	7	-12	0%	-2%
CCn1c(SCC(=O)c2ccc(C)cc2)nnc1-c1ccoc1C	-0.8%	1%	-10	1	-2	10	-6	8%	-3%
CCCc1nc2ccccc2c(=O)n1NC(=O)c1c(O)c2ccccc2[nH]c1=O	1.1%	1%	-12	3	9	0	-1	4%	-4%

Source: PubChem BioAssay (National Center for Advancing Translational Sciences (NCATS))
